Pf Dd2 growth = blocks growth of Plasmodium falciparum Dd2 parasites. P. falciparum Dd2 growth, SYBR Green, 72 h; hits give low values. activity change, % at 10 µM. actives 2.3% (n = 94,000). AID 1159554; in the data active = activity change below about -80%; inconclusive = no clear call, values can overlap the other calls
GASC1 inh = blocks human GASC-1 (KDM4C) demethylase activity | GST-KDM4C 2-372, H3K9me3 peptide, LANCE TR-FRET | inhibition, % at 12.5 µM | actives 0.15% (n = 96,000) | AID 720574;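 active = mean replicate inhibition above about 25%, with at least 55% of replicates also reaching it, limit read from the data, passing the limit was not always enough; inconclusive = only one of those two conditions met; inactive = neither condition met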
Target sequence (Q9H3R0 2-372 limits assumed): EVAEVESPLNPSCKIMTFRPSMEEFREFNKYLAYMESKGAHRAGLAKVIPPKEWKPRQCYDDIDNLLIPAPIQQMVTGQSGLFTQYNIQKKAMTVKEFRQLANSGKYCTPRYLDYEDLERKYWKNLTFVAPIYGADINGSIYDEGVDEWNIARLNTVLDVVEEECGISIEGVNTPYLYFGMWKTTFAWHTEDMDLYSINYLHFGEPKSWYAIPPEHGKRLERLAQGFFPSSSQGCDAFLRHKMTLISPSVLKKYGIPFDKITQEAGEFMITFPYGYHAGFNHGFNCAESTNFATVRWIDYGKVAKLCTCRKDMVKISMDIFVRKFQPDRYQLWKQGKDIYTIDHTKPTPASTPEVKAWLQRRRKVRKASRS
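System: N-terminal GST-fused human GASC-1 (KDM4C) fragment, residues 2-372 / Amount: 10 nM GST-KDM4C in enzyme reaction / Also added: H3K9me3 peptide with Fe(II)/2OG / Times: 30 min demethylation and 1 h detection at room temperature / Signal: LANCE TR-FRET / Read-out basis: Fall in 671/618 emission ratio as inhibition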
C diff growth = blocks growth of Clostridium difficile. growth activity, negative = inhibition, % at 16 µg/mL (by protocol). Clostridium difficile clinical isolate growth, OD600, 24 h; hits give low values. actives 0.25% (n = 86,000);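 active = mean growth activity at or below -80% and every replicate also at or below -80%; inconclusive = mean at or below -80% but some replicate above -80%; inactive = mean growth activity above -80%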;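 also: 0% = DMSO wells and -100% = levofloxacin 16 µg/mL wells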
Tcruzi prolif = blocks T. cruzi growth in NIH3T3 culture; AID 624255; T. cruzi beta-gal in NIH3T3, GalScreen luminescence, 90 h; actives 5.9% (n = 77,000); inhibition, % at 8.34 µM;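 active = mean inhibition above about 93%, with at least 55% of replicates each passing it, limit read from the data, passing the limit was not always enough; inconclusive = only one of those two conditions holds; inactive = neither condition holds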
The depositor's hits bear a star; ? = inconclusive; / = not tested or not shown.

SMILES	Pf Dd2 growth	GASC1 inh	C diff growth	Tcruzi prolif
Cc1ccccc1S(=O)(=O)N1CC(=O)N2[C@H](CO)[C@@H](c3ccc(C#CCC4CCCC4)cc3)[C@@H]2C1	-47	-0.7	-5	/
C/C=C/c1ccc([C@@H]2[C@@H](CO)N3CCCCN(C(=O)Nc4cc(F)ccc4F)C[C@H]23)cc1	-7	0.0	2	96
CN(C)C(=O)C[C@@H]1C[C@@H]2c3cc(NC(=O)NC4CCCC4)ccc3O[C@@H]2[C@@H](CO)O1	4	-1.2	-1	8
COc1ccc(CN(C)C[C@H]2Oc3ccc(NC(=O)CCC(F)(F)F)cc3C(=O)N([C@@H](C)CO)C[C@@H]2C)cc1	5	1.1	-3	/
C[C@@H]1CN([C@@H](C)CO)C(=O)c2cccc(NC(=O)NC3CCCCC3)c2O[C@@H]1CN(C)S(=O)(=O)c1cccs1	-36	-0.4	-2	-123
C[C@H](CO)N1C[C@H](C)[C@H](CN(C)C(=O)Nc2cc(F)ccc2F)Oc2ncc(-c3cccc(F)c3)cc2C1=O	-24	-0.6	-14	43
COc1cccc(C#Cc2ccc([C@H]3[C@@H](C#N)N(C(=O)C4CCC4)[C@@H]3CO)cc2)c1	-41	0.9	1	88
C[C@H](CO)N1C[C@H](C)[C@@H](CN(C)C(=O)Nc2ccc(C(F)(F)F)cc2)Oc2ccc(NC(=O)Cn3cnnn3)cc2CC1=O	-31	17	-2	7
CC(C)CC#Cc1cnc2c(c1)C(=O)N([C@H](C)CO)C[C@@H](C)[C@@H](CN(C)Cc1ccccc1C(=O)O)O2	17	-0.7	-7	/
CC(=O)N1CC2(C1)[C@H](c1ccccc1)[C@@H](CO)N2C(=O)c1ccncc1	60	-1.8	0	/
C[C@H](NC(=O)C[C@@H]1CC[C@@H](NC(=O)Nc2ccc3c(c2)OCO3)[C@@H](CO)O1)c1ccccc1	1	2.7	/	40
Cc1ccc(S(=O)(=O)N(C)C[C@@H]2Oc3ccc(NS(=O)(=O)c4cccs4)cc3CC(=O)N([C@@H](C)CO)C[C@@H]2C)cc1	-67	-0.6	15	14
C[C@@H]1CN([C@@H](C)CO)C(=O)c2cc(NS(=O)(=O)c3ccccc3)ccc2O[C@@H](C)CCCCO[C@H]1CN(C)S(=O)(=O)c1ccccc1	20	0.1	/	31
C[C@@H]1CN([C@H](C)CO)S(=O)(=O)c2ccc(-c3ccccc3F)cc2O[C@H]1CN(C)C	-7	7.7	2	49
O=C(Nc1ccc(F)cc1)N[C@H]1CC[C@@H](CC(=O)N2CCOCC2)O[C@@H]1CO	8	2.1	/	0
COc1cccc(-c2ccc([C@H]3[C@H]4CN(C(=O)c5ccncc5)CC(=O)N4[C@H]3CO)cc2)c1	-10	-0.5	-1	/
CC(C)NC(=O)N1Cc2cc(C(=O)NC3CCCCC3)nc(-c3cccc(-c4cccnc4)c3)c2[C@@H]1CCO	-75	0.9	0	/
COc1ccc(CN(C)C[C@H]2OCCCC[C@@H](C)Oc3ccc(NC(=O)Nc4ccc5c(c4)OCO5)cc3C(=O)N([C@H](C)CO)C[C@H]2C)cc1	-71	-0.2	/	106*
CNC[C@@H]1OCCCC[C@@H](C)Oc2ccc(NS(=O)(=O)c3ccc(Cl)cc3)cc2C(=O)N([C@@H](C)CO)C[C@H]1C	23	-2.3	-3	11
COc1cccc(-c2ccc3c(c2)[C@@H]2[C@@H](CCN2S(=O)(=O)c2ccc(F)cc2)[C@H](CO)N3C)c1	0	-2.6	0	80
C[C@H](CO)N1C[C@H](C)[C@H](CN(C)Cc2ccc(C(F)(F)F)cc2)Oc2c(NS(=O)(=O)c3ccccc3)cccc2C1=O	-27	-2.0	5	53
O=C(CN1CCOCC1)N1CCCCN2[C@H](C1)[C@@H](c1ccc(C#Cc3ccccc3F)cc1)[C@@H]2CO	-10	-1.4	-17	84
C/C=C/c1ccc([C@H]2[C@H](C#N)N(c3nc(-c4ccccc4)cs3)[C@H]2CO)cc1	4	-2.4	6	71
COc1ccc(CN(C)C[C@H]2Oc3ccc(NC(=O)Nc4ccc(F)cc4)cc3CC(=O)N([C@H](C)CO)C[C@@H]2C)cc1	-30	4.6	9	/
CCC(=O)Nc1ccc2c(c1)C(=O)N(C)[C@H]1CC[C@H](CC(=O)NCc3ccccc3Cl)O[C@H]1CO2	-4	0.8	-2	16
C[C@H](NC(=O)[C@@H]1N[C@@H]2c3ccc(-c4ccc(C(=O)N(C)C)cc4)c(=O)n3C[C@@H]2[C@H]1CO)c1ccccc1	-7	2.3	3	22
COc1ccc(NC(=O)N2CCCCN3[C@H](CO)[C@@H](c4ccc(C#Cc5ccccc5)cc4)[C@@H]3C2)cc1	7	/	48	112*
COc1cccc(-c2cnc3c(c2)C(=O)N([C@H](C)CO)C[C@H](C)[C@@H](CN(C)CC2CCCC2)O3)c1	14	-0.6	/	/
C[C@@H]1CN([C@@H](C)CO)S(=O)(=O)c2ccc(-c3ccccc3)cc2O[C@H]1CN(C)C(=O)C1CCCCC1	-50	-2.4	0	?
C[C@@H](NC(=O)[C@@H]1[C@@H](CO)[C@@H]2Cn3c(ccc(-c4ccccc4F)c3=O)[C@H]1N2C)c1ccccc1	/	-2.4	-6	70
Cc1ccc(S(=O)(=O)Nc2ccc3c(c2)C(=O)N([C@H](C)CO)C[C@@H](C)[C@H](CN(C)S(=O)(=O)c2ccccc2)OCCCC[C@@H](C)O3)cc1	-58	-3.3	-1	107*
C[C@@H]1CN([C@H](C)CO)C(=O)CCCn2nncc2CO[C@H]1CN(C)C(=O)OCc1ccccc1	11	/	2	-30
CN1CCN(C(=O)c2cc3c(c(-c4cccc(-c5cccc(C(=O)N(C)C)c5)c4)n2)[C@@H](CCO)N([S@](=O)C(C)(C)C)C3)CC1	13	-0.2	/	25
O=C(c1cccc(F)c1)N1CCCCN2[C@H](C1)[C@@H](c1ccc(-c3cncnc3)cc1)[C@@H]2CO	20	4.0	-13	22
Cc1nn(C)cc1NC(=O)C[C@H]1CC[C@H]2[C@@H](COc3ccc(NC(=O)NC(C)C)cc3C(=O)N2C)O1	-75	-1.7	3	-50
CCC(=O)N1CCCCN2[C@H](CO)[C@@H](c3ccc(-c4cccnc4)cc3)[C@H]2C1	12	1.6	-10	89

Some of the entries so far, field by field:
SMILES: C[C@@H](NC(=O)[C@@H]1[C@@H](CO)[C@@H]2Cn3c(ccc(-c4ccccc4F)c3=O)[C@H]1N2C)c1ccccc1
  Pf Dd2 growth: /; GASC1 inh: -2.4; C diff growth: -6; Tcruzi prolif: 70

SMILES: C/C=C/c1ccc([C@H]2[C@H](C#N)N(c3nc(-c4ccccc4)cs3)[C@H]2CO)cc1
  Pf Dd2 growth: 4; GASC1 inh: -2.4; C diff growth: 6; Tcruzi prolif: 71

SMILES: CN1CCN(C(=O)c2cc3c(c(-c4cccc(-c5cccc(C(=O)N(C)C)c5)c4)n2)[C@@H](CCO)N([S@](=O)C(C)(C)C)C3)CC1
  Pf Dd2 growth: 13; GASC1 inh: -0.2; C diff growth: /; Tcruzi prolif: 25

SMILES: C[C@@H]1CN([C@@H](C)CO)S(=O)(=O)c2ccc(-c3ccccc3)cc2O[C@H]1CN(C)C(=O)C1CCCCC1
  Pf Dd2 growth: -50; GASC1 inh: -2.4; C diff growth: 0; Tcruzi prolif: ?

The main list resumes, repeating the two entries before the break.
SMILES	Pf Dd2 growth	GASC1 inh	C diff growth	Tcruzi prolif
Cc1nn(C)cc1NC(=O)C[C@H]1CC[C@H]2[C@@H](COc3ccc(NC(=O)NC(C)C)cc3C(=O)N2C)O1	-75	-1.7	3	-50
CCC(=O)N1CCCCN2[C@H](CO)[C@@H](c3ccc(-c4cccnc4)cc3)[C@H]2C1	12	1.6	-10	89
C[C@H](CO)N1C[C@H](C)[C@H](CN(C)Cc2ccccc2C(=O)O)Oc2ncc(C3=CCCCC3)cc2C1=O	-5	-0.2	-1	89
C[C@@H]1CN([C@H](C)CO)C(=O)c2cc(-c3ccc(C#N)cc3)cnc2O[C@H]1CN(C)Cc1cccnc1	23	0.3	-2	-78
C[C@@H](O)C#Cc1ccc([C@H]2[C@H]3CN(C(=O)c4ccc5c(c4)OCO5)CCCCN3[C@H]2CO)cc1	31	-0.5	-2	26
CO[C@H]1CN(C)C(=O)c2cc(NC(=O)Nc3cc(F)ccc3F)ccc2OC[C@H](C)NC[C@H]1C	-71	0.3	/	40
O=C(C[C@@H]1CC[C@@H]2[C@H](COC[C@H](O)CN2Cc2cccc(F)c2)O1)NCCc1ccncc1	8	-2.6	/	35
COc1ccc(S(=O)(=O)Nc2ccc3c(c2)C(=O)N([C@H](C)CO)C[C@@H](C)[C@@H](CN(C)C(=O)CCCN(C)C)OCCCC[C@H](C)O3)cc1	54	1.1	-2	21
Cc1ccccc1S(=O)(=O)N1C[C@H]2[C@@H](c3ccccc31)[C@H](CO)N2C(=O)CC1CC1	-15	0.5	-4	57
Cc1nn(C)cc1NC(=O)C[C@H]1CC[C@@H]2[C@@H](COc3ccc(NC(=O)Nc4cccc(Cl)c4)cc3C(=O)N2C)O1	7	-0.8	9	34
CCCN(C)C[C@H]1OCCCC[C@H](C)Oc2ccc(NS(=O)(=O)c3ccccc3)cc2C(=O)N([C@@H](C)CO)C[C@@H]1C	/	0.2	1	59
CO[C@H]1CC[C@H]2CCOc3c(C#N)cccc3C(=O)N(C)C[C@H](C)C(=O)N(C)C[C@@H]1O2	11	0.5	/	13
Cc1noc(C)c1NC(=O)NCC[C@H]1CC[C@@H](NC(=O)Nc2cccc(F)c2)[C@@H](CO)O1	3	-0.7	6	44
CN(C)CC(=O)N[C@H]1CC[C@H](CC(=O)O)O[C@H]1CO	19	-1.2	-4	/
C[C@H](CO)N1C[C@H](C)[C@H](CN(C)S(=O)(=O)c2cccs2)Oc2ccc(NS(=O)(=O)c3ccc(Cl)cc3)cc2CC1=O	-77	-0.5	-3	38
Cc1ccc(S(=O)(=O)NCC[C@H]2CC[C@H](NC(=O)c3cccnc3)[C@H](CO)O2)cc1	9	-2.4	1	12
C[C@@H]1CN([C@@H](C)CO)S(=O)(=O)c2ccc(C#Cc3ccccc3F)cc2O[C@H]1CN(C)CC1CCOCC1	-24	0.9	-1	/
O=C(C[C@H]1CC[C@H]2[C@@H](COC[C@H](O)CN2C(=O)C2CC2)O1)NCc1ccncc1	8	-0.4	-1	12
CN1C(=O)c2cc(NS(=O)(=O)c3ccc(Cl)cc3)ccc2OC[C@@H]2O[C@H](CC(=O)N3CCc4ccccc4C3)CC[C@H]21	-28	-2.2	7	91
O=S(=O)(c1cccc(F)c1)N1CC[C@@H]2[C@@H](CO)Nc3ccc(C#Cc4cccc(F)c4)cc3[C@@H]21	-20	-1.2	3	78
O=C(NCC[C@@H]1CC[C@H](NC(=O)C2CC2)[C@H](CO)O1)c1cnccn1	5	-3.8	-2	/
C[C@@H]1CN([C@H](C)CO)C(=O)c2cc(C#Cc3ccncc3)cnc2O[C@H]1CN(C)S(=O)(=O)c1ccccc1F	-13	-0.3	3	-4
N#C[C@H]1[C@H](c2ccc(C#Cc3cccc(F)c3)cc2)[C@@H](CO)N1C(=O)C1CCCC1	-39	-0.4	5	99*
Cc1noc(C)c1NC(=O)N(C)C[C@@H]1Oc2c(NC(=O)Nc3ccc4c(c3)OCO4)cccc2C(=O)N([C@@H](C)CO)C[C@H]1C	24	3.3	-6	97
C[C@@H]1CCCCO[C@H](CN(C)Cc2ccccc2)[C@H](C)CN([C@@H](C)CO)C(=O)c2cc(NS(=O)(=O)c3ccccc3)ccc2O1	-35	0.3	/	86
COc1ccc2c3c(n(C)c2c1)[C@@H](CO)N(CC1CC1)CC31CCN(C(C)=O)CC1	-29	-0.3	2	/
CCCNC(=O)N1CC2(CN(C(=O)c3cccc(F)c3)C2)c2c([nH]c3cc(OC)ccc23)[C@H]1CO	-27	-0.8	4	/
CO[C@H]1CN(C)C(=O)c2cc(C#N)ccc2OCC[C@H]2CC[C@@H](OC)[C@@H](CN(C)C(=O)[C@H]1C)O2	/	0.7	-1	31
CCC(=O)N(C)C[C@H]1Oc2cc(-c3cccc(F)c3)ccc2S(=O)(=O)N([C@H](C)CO)C[C@H]1C	22	-0.1	-4	70
O=C(C[C@@H]1CC[C@@H](NC(=O)C2CCC2)[C@@H](CO)O1)NCc1ccccc1Cl	13	-0.5	-6	-3
O=C(C1CC1)N1CC[C@@H]2[C@H](CO)Nc3ccc(Br)cc3[C@@H]21	28	12	4	84
COCc1cn(CC[C@@H]2CC[C@H](NC(=O)Nc3ccccc3)[C@H](CO)O2)nn1	-3	-0.3	24	-39
O=S(=O)(c1ccccc1)N1CCCCN2[C@@H](CO)[C@H](c3ccc(-c4ccccc4)cc3)[C@@H]2C1	21	1.1	2	76
C[C@@H]1CN([C@H](C)CO)C(=O)c2cc(C#Cc3ccc(F)cc3)cnc2O[C@@H]1CN(C)C(=O)c1ccccc1F	-52	-0.9	-2	-30
Cc1noc(C)c1NC(=O)N(C)C[C@H]1Oc2ccc(NC(=O)Nc3ccc4c(c3)OCO4)cc2C(=O)N([C@@H](C)CO)C[C@@H]1C	10	0.3	0	-14

High-throughput results as filed in PubChem.
